LYP inhibition: LYP phosphatase inhibitors, primary screen, biochemical, DiFMUP fluorescence, recombinant catalytic domain, 10 µM (AID 606). recombinant LYP catalytic domain, DiFMUP fluorescence; higher % means a stronger effect. inhibition, % at 10 µM; hits with a dose series show IC50 in µM. 52,000 tested, under 10 active;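 active = IC50 under 40 µM in the dose-response test; inactive = IC50 of 40 µM or more, or never dose-tested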
HPDE-C7 viability: HPDE-C7 pancreatic duct cell viability loss – fluorescence, HTS (AID 430); HPDE-C7 pancreatic duct cells viability, fluorescence; higher % means a stronger effect; cytotoxicity, % at 10 µM, or EC50 in µM where a hit was titrated; 1.8% of 63,000 active;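 note: cells exposed to compound for 48 hours before viability readout; 0% = vehicle and 100% = reference cytotoxic drug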
Spn MK inh: S. pneumoniae mevalonate kinase inhibition. 0.48% of 65,000 active. AID 555. purified MK, PK/LDH-coupled NADH absorbance 340 nm. inhibition, % at 10 µM;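 active = ranked among the strongest by inhibition in the single 10 µM screen, a fixed top-ranked set picked for dose follow-up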; note: no value below 0 was filed
HT1080 cytotoxicity: HT1080 cell viability loss – fluorescence readout (AID 620); HT1080 viability, fluorescence; higher % means a stronger effect; one-dose cytotoxicity, % at 10 µM; EC50 in µM for titrated hits; 0.42% of 87,000 active;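 note: cells exposed to compound overnight then 4 h with Alamar Blue; 0% = vehicle DMSO and 100% = killing control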
KRASV12 cytotoxicity: cytotoxicity in KRAS-transformed pancreatic duct cells, primary screen, cell-based, fluorescence, HTS (AID 431); 1.7% of 63,000 active; cytotoxicity, % at 10 µM, or EC50 in µM where a hit was titrated; HPDE-C7K KRASV12 cells, Alamar Blue viability, 48 h; higher % means a stronger effect;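 active = compounds whose percent cytotoxicity in the single-dose primary screen, scaled between solvent and toxic-drug controls, exceeds 50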;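 note: 0% = DMSO solvent wells and 100% = doxorubicin-treated wells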
Alkaline phosphatase: inhibition of tissue-nonspecific alkaline phosphatase – biochemical, luminescent (AID 518) | purified TNAP enzyme, luminescent substrate readout; higher % means a stronger effect | inhibition, % at 20 µM, or IC50 in µM where a hit was titrated | 0.09% of 64,000 active; in the data active = a potency from the dose series; inactive = the rest, 99 in 100 with inhibition below about 22%;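 note: plate controls were vehicle for no effect and reference inhibitor for full effect; many of its hits are not listed in these tables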
PMK inhibit: S. pneumoniae PMK inhibition; purified PMK, PK/LDH-coupled NADH absorbance 340 nm; inhibition, % at 10 µM; 0.49% of 65,000 active;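 active = top-ranked compounds by inhibition in the single 10 µM screen, taking a fixed number of the strongest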;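 note: 0% = full reaction with DMSO carrier and 100% = background rate without enzyme reaction; no value below 0 was filed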
Spn DPM-DC inh: blocks S. pneumoniae diphosphomevalonate decarboxylase; purified DPM-DC, PK/LDH coupled NADH fluorescence; calls only at 10 µM; 0.49% of 65,000 active; AID 556;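 active = the 320 compounds with the highest percent inhibition in the single-dose primary screen, excluding strongly autofluorescent ones, cut at about 32% in these data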;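 note: kinetic rate of NADH fluorescence loss reporting ADP formed by the decarboxylase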
Bfl-1 displacement: Bfl-1 inhibitors, primary screen, biochemical, fluorescence polarization, FITC-Bid, mouse (AID 432); FITC-Bid BH3 peptide fluorescence polarization displacement; higher % means a stronger effect; displacement, % at 20 µM; hits with a dose series show IC50 in µM; 0.02% of 64,000 active; in the data active = a potency from the dose series; inactive = the rest, 99 in 100 with displacement below about 15%; note: strong numbers were not always called active
PMK inhibit pilot replicates: further read-out of PMK inhibit, marked with its call; inhibition, %; measured here: pilot screen replicates
Spn MK inh pilot replicates: second read-out of Spn MK inh, no call of its own (marks repeat the call); inhibition, %; measured here: pilot screen replicates
Spn DPM-DC inh pilot screen %: further read-out of Spn DPM-DC inh, marked with its call; inhibition, %; measured here: pilot screen trials
* marks the source's active call; other numbers are inactive results; i = inactive; · = no result given. Cut-off read from the data, not from the text of the source, unless noted: active = cytotoxicity above about 50%; inactive = the rest.

SMILES	LYP inhibition	HPDE-C7 viability	Spn MK inh	HT1080 cytotoxicity	KRASV12 cytotoxicity	Alkaline phosphatase	PMK inhibit	Spn DPM-DC inh	Bfl-1 displacement	others
CCOC(=O)c1ccc(N2C(=O)C(C)=C(C)C2=O)cc1	13.5%	-4.6%	0.0	-3.4%	35.6%	4.8%	7.0	i	-0.8%
O=C1c2ccccc2C(=O)N1Cc1ccco1	6.1%	-1.5%	4.0	1.7%	2.7%	-3.6%	9.0	i	1.3%
COc1ccc(OC)c(NC(=O)C2CCN(c3nc(C)cc(C)n3)CC2)c1	10.4%	-8.1%	0.0	-6.0%	-10.7%	2.8%	18.0	i	-3.4%
O=C(O)CCC(=O)NCc1ccc2[nH]c3c(c2c1)CCCC3	11.9%	-5.8%	7.0	-2.3%	6.5%	1.5%	0.0	i	19.2%
CSc1ccc(-c2c(C#N)c(N)nc3c2CCCC3)cc1	·	·	7.0	12.8%	·	15.3%	10.0	·	-2.1%
O=C(Cn1c(=O)sc2ccccc21)Nc1ccccc1C(=O)O	·	24.8%	6.0	1.4%	18.1%	-2.2%	15.0	i	1.6%
CCCCNC(=O)Nc1ccnn1C1CCCCC1	5.1%	3.7%	10.0	2.5%	-7.2%	13.8%	5.0	i	-0.7%	PMK inhibit pilot replicates=6.5;Spn MK inh pilot replicates=2.0;Spn DPM-DC inh pilot screen %=3.5
CCCN(CCC(=O)Nc1cc(OC)cc(OC)c1)CC1CC1	·	-8.7%	10.0	12.7%	-11.0%	11.9%	14.0	i	-5.7%
CCOC(=O)N1CCC(n2c(SCC(=O)NCCC3=CCCCC3)nc3ccccc3c2=O)CC1	-4.4%	25.3%	9.0	3.2%	10.2%	4.4%	9.0	i	-13.1%
CSc1nc(-c2ccco2)nn1S(C)(=O)=O	-1.3%	-7.3%	3.0	0.4%	-9.7%	9.8%	6.0	i	1.7%
CCC(=O)N1CCc2cc(Br)cc(S(=O)(=O)N3CCN(c4ccccn4)CC3)c21	·	3.9%	7.0	-7.9%	4.1%	8.9%	0.0	i	-10.6%
CCS(=O)(=O)NCc1cn2c(C)csc2n1	-4.3%	5.8%	8.0	-5.8%	10.6%	5.4%	5.0	i	-2.0%
COC(=O)COC(=O)c1ccc(-n2nnnc2SC)cc1	10.7%	-10.0%	4.0	18.0%	-11.8%	5.4%	11.0	i	-8.5%
CCOC(=O)c1[nH]c(Cc2[nH]c(C(=O)OCC)c(C)c2CCC(=O)OC)c(CCC(=O)OC)c1C	2.5%	-4.4%	3.0	-8.6%	-6.8%	8.9%	1.0	i	-2.2%
CC12COC3(C(=O)Nc4ccc(Cl)cn4)CC1CCC32C (stereo not given)	14.5%	-3.4%	5.0	-3.1%	4.1%	10.3%	6.0	i	-10.7%	PMK inhibit pilot replicates=4.0;Spn MK inh pilot replicates=1.5;Spn DPM-DC inh pilot screen %=4.5
Cc1cc(C)cc(N(CC(=O)N2CCN(c3ccccc3)CC2)S(=O)(=O)c2c(C)noc2C)c1	-1.1%	0.6%	0.0	-0.2%	5.8%	10.6%	0.0	i	-3.1%
O=C1CN(c2ccccc2F)C(=O)CN1c1ccccc1F	1.1%	5.5%	16.0	6.7%	17.1%	25.9%	0.0	i	5.2%	PMK inhibit pilot replicates=5.5;Spn MK inh pilot replicates=4.0;Spn DPM-DC inh pilot screen %=0.0
COCCCNC(=O)CCCC(=O)NCCCOC	10.2%	-4.7%	12.0	-2.4%	4.9%	8.4%	0.0	i	4.1%
COC(=O)[C@H](Cc1ccccc1)NC(=O)NCCc1ccc(S(N)(=O)=O)cc1	·	-8.0%	15.0	16.3%	-31.7%	15.5%	7.0	i	3.8%
O=C(CCN1CCc2ccccc2C1)c1ccc2c(c1)OCCO2	10.8%	9.07µM*	9.0	16.3%	11.5µM*	9.4%	7.0	i	1.9%
O=S(=O)(c1cccc2nsnc12)N1CCc2ccccc2C1	6.3%	3.1%	0.0	-6.0%	-2.9%	20.3%	21.0	i	-6.1%
O=C(O)CCCc1ccccc1	16.4%	0.7%	3.0	2.6%	-11.7%	7.5%	0.0	i	-3.6%	PMK inhibit pilot replicates=0.0;Spn MK inh pilot replicates=8.0;Spn DPM-DC inh pilot screen %=8.5
CCN1CCN(Cc2coc3ccc(C)cc3c2=O)CC1	2.2%	-23.2%	9.0	3.1%	-23.4%	6.0%	0.0	i	0.4%
O=C1N(c2ccccc2)C2CS(=O)(=O)CC2N1c1ccc(Br)cc1 (stereo not given)	9.2%	-8.4%	8.0	1.3%	-11.1%	5.0%	11.0	i	-0.8%	PMK inhibit pilot replicates=0.0;Spn MK inh pilot replicates=0.0;Spn DPM-DC inh pilot screen %=0.0
C=CCN1C(=O)C(O)(CC(=O)c2ccc(OC)cc2OC)c2cc(Br)ccc21 (stereo not given)	-3.6%	-6.8%	0.0	-2.5%	-8.3%	12.1%	5.0	i	-2.1%
CCCOc1ccc(OC(=O)c2ccc(Br)o2)cc1	0.5%	1.2%	5.0	0.0%	5.0%	12.3%	0.0	i	3.9%
Cc1ccccc1-c1nc(CN2CCC(C(=O)NC3CCN(Cc4ccccc4)CC3)CC2)c(C)o1	6.6%	16.3%	12.0	·	21.8%	0.8%	5.0	i	-7.1%	PMK inhibit pilot replicates=1.0;Spn MK inh pilot replicates=0.5;Spn DPM-DC inh pilot screen %=0.0
O=C(O)C1CC(=O)N(Cc2cccnc2)C1 (stereo not given)	4.1%	4.8%	5.0	1.9%	3.1%	3.9%	12.0	i	4.2%
COC(=O)c1[nH]c2ccccc2c1NC(=O)CCN1CCN(C2CCCCC2)CC1	·	31.0%	11.0	2.0%	27.3%	17.6%	1.0	i	-6.9%
Cc1cccc(S(=O)(=O)C(C#N)c2nc3ccccc3nc2N2CCCC2)c1 (stereo not given)	·	-7.1%	0.0	3.7%	-13.4%	18.2%	12.0	·	57.8%
COc1ccc(C(=O)Nc2ccccc2C(=O)NC(C(=O)NCc2ccco2)C(C)C)cc1 (stereo not given)	3.8%	-11.6%	10.0	3.0%	-17.7%	7.0%	28.0*	i	0.4%
O=C(NC1CCCCCC1)C1c2ccccc2C(=O)N1Cc1cccnc1 (stereo not given)	3.0%	-9.0%	5.0	7.2%	0.5%	14.5%	15.0	i	-2.5%	PMK inhibit pilot replicates=2.0;Spn MK inh pilot replicates=1.5;Spn DPM-DC inh pilot screen %=2.0
O=C(CC1Oc2ccccc2NC1=O)NCCc1ccccc1 (stereo not given)	-6.8%	-8.0%	3.0	2.8%	-6.7%	7.2%	12.0	i	2.4%
Cn1cccc1C(=O)OCC(=O)c1cc2ccccc2o1	·	-13.3%	12.0	7.1%	-12.0%	8.1%	1.0	i	2.4%
CCCCNC(=O)N1CCOCCOCCN(C(=O)NCCCC)CCOCC1	6.1%	-0.9%	0.0	40.9%	-2.2%	7.4%	4.0	i	-9.6%
COc1ccc(-c2nnc(SCC(=O)Nc3sc4c(c3C#N)CCC4)n2CC2CCCO2)cc1 (stereo not given)	1.9%	13.6%	0.0	1.4%	-1.4%	5.6%	13.0	i	-0.8%	PMK inhibit pilot replicates=1.0;Spn MK inh pilot replicates=0.0;Spn DPM-DC inh pilot screen %=1.0

Part of the list above in order of SMILES length, lowest first.
SMILES	LYP inhibition	HPDE-C7 viability	Spn MK inh	HT1080 cytotoxicity	KRASV12 cytotoxicity	Alkaline phosphatase	PMK inhibit	Spn DPM-DC inh	Bfl-1 displacement	others
O=C(O)C1CC(=O)N(Cc2cccnc2)C1 (stereo not given)	4.1%	4.8%	5.0	1.9%	3.1%	3.9%	12.0	i	4.2%
CCCOc1ccc(OC(=O)c2ccc(Br)o2)cc1	0.5%	1.2%	5.0	0.0%	5.0%	12.3%	0.0	i	3.9%
CCCCNC(=O)N1CCOCCOCCN(C(=O)NCCCC)CCOCC1	6.1%	-0.9%	0.0	40.9%	-2.2%	7.4%	4.0	i	-9.6%
C=CCN1C(=O)C(O)(CC(=O)c2ccc(OC)cc2OC)c2cc(Br)ccc21 (stereo not given)	-3.6%	-6.8%	0.0	-2.5%	-8.3%	12.1%	5.0	i	-2.1%

(list continues)
SMILES	LYP inhibition	HPDE-C7 viability	Spn MK inh	HT1080 cytotoxicity	KRASV12 cytotoxicity	Alkaline phosphatase	PMK inhibit	Spn DPM-DC inh	Bfl-1 displacement	others
O=c1/c(=C\c2ccc3c(c2)OCO3)sc2n1CCCN=2	8.8%	-17.8%	5.0	2.1%	-23.3%	-5.4%	10.0	i	10.1%
CC(=O)Nc1cccc(NC(=O)CSc2ncc(-c3ccc(Cl)cc3)n2Cc2ccco2)c1	-7.0%	64.0%*	10.0	-8.1%	83.5%*	3.3%	14.0	i	-1.4%
COc1ccccc1-c1cn(S(=O)(=O)c2ccc(C)cc2)nc1N	13.2%	2.0%	7.0	5.2%	1.1%	10.2%	0.0	i	3.4%
CCC(=O)Nc1nonc1-c1nc2ccccc2n1Cc1ccccc1	0.8%	6.6%	12.0	·	11.3%	21.7%	6.0	i	-7.1%
O=C(CCC1N=C2c3ccccc3N=C(SCc3ccccc3Cl)N2C1=O)NCc1ccco1 (stereo not given)	·	-10.9%	12.0	-1.9%	-0.7%	1.1%	11.0	i	4.0%
Fc1ccccc1OCCSc1nnnn1-c1ccccc1	·	·	12.0	·	·	18.0%	12.0	i	-2.8%
Cc1cc(C(=O)N2CCCCCC2)cs1	10.6%	-15.5%	4.0	-9.4%	-8.6%	0.0%	0.0	i	-7.9%
O=C(CN(Cc1ccc(F)cc1)C(=O)Cn1nnc2ccccc21)NCC1CCCO1 (stereo not given)	0.3%	-16.3%	11.0	-6.3%	-17.2%	11.2%	12.0	i	-4.9%	PMK inhibit pilot replicates=1.0;Spn MK inh pilot replicates=0.0;Spn DPM-DC inh pilot screen %=0.0
CCc1ccccc1S(=O)(=O)Cc1ccc(C(=O)NCc2ccc3c(c2)OCO3)o1	5.2%	-21.8%	1.0	-13.6%	-11.8%	9.2%	8.0	i	0.1%
CCN(CC)P(=O)(/C(Cl)=C\Nc1c(C)n(C)n(-c2ccccc2)c1=O)N(CC)CC	-1.3%	13.2%	8.0	-2.8%	-0.1%	18.8%	2.0	i	-0.1%
c1ccc(-c2oc3ncnc(NCCCn4ccnc4)c3c2-c2ccccc2)cc1	19.6%	26.1%	0.0	17.9%	17.3%	-16.6%	16.0	·	-6.3%
C=CCOC(=O)C1=C(C)NC(=O)NC1c1cn(-c2ccccc2)nc1-c1cccs1 (stereo not given)	10.6%	-0.2%	9.0	31.1%	-2.1%	10.4%	10.0	i	0.9%	PMK inhibit pilot replicates=0.0;Spn MK inh pilot replicates=0.0;Spn DPM-DC inh pilot screen %=0.0
S=c1sc2c(N3CCOCC3)ncnc2n1-c1ccccc1	2.8%	-11.7%	2.0	1.4%	-1.7%	8.8%	9.0	i	-5.6%
CN(CCCNC(=O)c1cn(C)c2ccc(S(=O)(=O)N(C)C)cc2c1=O)c1ccccc1	12.2%	17.6%	12.0	-0.2%	18.8%	13.2%	11.0	i	-1.5%	PMK inhibit pilot replicates=4.5;Spn MK inh pilot replicates=3.0;Spn DPM-DC inh pilot screen %=0.0

Screens as filed in PubChem.
